Screening data: PubChem, National Center for Advancing Translational Sciences (NCATS)
S-ASM inh: Inhibitors of Secretory Acid Sphingomyelinase (S-ASM): qHTS | AID 504937, 2011 | placental ASM, HMU-PC fluorogenic substrate, 60 min | 340,000 compounds, 0.006% hits | Potency, µM (doses to about 57.5 µM), without a hit: top-dose activity change, negative = inhibition, usual class: inhibitors | Sphingomyelin phosphodiesterase (Homo sapiens), P17405; further: potency means the concentration at half of the fitted maximal effect
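Fluorogenic HMU-PC substrate (9 uM final) is turned over by placental ASM in 60 min at 37 C after a 10 min compound preincubation. Reaction ended by alkaline stop (pH 10), with fluorescence read at 386/447 nm.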
ELG1 genotox: qHTS screen for small molecules that induce genotoxicity in human embryonic kidney (HEK293T) cells expressing luciferase-tagged ELG1. 330,000 compounds, 1.3% hits. Potency, µM (series often up to 46 µM), for the others: top-dose activity change, positive = activation, most hits filed as activators. HEK293T ELG1-luciferase reporter, luminescence, 16 h. AID 504466, 2011; further: potency means the concentration at half of the fitted maximal effect; % of control where 0% means no effect; nearly all actives have a fitted effect of over 60% in size
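DMSO vehicle served as control against compound-treated ELG1-luciferase HEK293T cells; exposure lasted 16 hr at 37 °C and 5% CO2, followed by ONE-Glo luminescence detection after 30 min.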
p53 reactivation: qHTS assay for re-activators of p53 using a Luc reporter. H1299 p53-A138V BP100-luciferase reporter, luminescence, 24 h. Potency, µM (doses to about 92.2 µM), inactives show top-dose activity change, positive = activation, hits mostly activators. 320,000 compounds, 0.063% hits; further: potency means the concentration at half of the fitted maximal effect; % of control where 0% means no effect; nearly all actives have a fitted effect of over 45% in size
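p53-null H1299 cells stably carrying temperature-sensitive p53-A138V and a BP100-luciferase reporter were pinned with compounds (4-point, 1:5 series) and held 24 hrs at 37 deg C. Luminescence was read 10 min after detection reagent.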
B2AR arrestin: qHTS assay of beta-arrestin-biased ligands of beta2-adrenergic receptor. Potency, µM (doses to about 46.1 µM), for the others: top-dose activation, hits mostly activators. Beta-2 adrenergic receptor (Homo sapiens), P07550. 330,000 compounds, 0.02% hits. beta-arrestin recruitment to beta2AR, cell-based reporter;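 further: potency means the concentration at half of the fitted maximal effect; 0% = DMSO controls and full agonism = EC100 isoproterenol or metaproterenol; nearly all actives have a fitted effect of over 65% in size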
TRPV1 ag: HTS Assay for Compounds that Act as Agonists of the Vanilloid Receptor 1; Transient receptor potential cation channel subfamily V member 1 (Homo sapiens), Q8NER1; TRPV1-expressing cells, Fluo-8 calcium influx, agonist mode; activation, % at 8.33 µM; 320,000 compounds, 0.19% hits; AID 540275, 2011; in the data active means activation above about 80%; inconclusive means between about 30% and that limit; further: 0% is about no effect
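TRPV1-expressing cells were cultured overnight at 35.5C and loaded with Fluo-8 calcium dye for 40 to 90 min at room temperature. After a 10 s baseline, compound was added and calcium influx was read kinetically for 3 min (ex 480/em 520 nm).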
TSG101-PTAP inh: qHTS Assay for Iinhibitors of HIV-1 Budding by Blocking the Interaction of PTAP/TSG101; 340,000 tested, under 10 active; Potency, µM (doses to about 115 µM), for inactives: at the highest dose activity change, negative = inhibition, actives largely listed as inhibitors; AID 493005, 2010; Fluorescence polarization, FITC-PTAP peptide / Tsg101 binding; Tumor susceptibility gene 101 protein (Homo sapiens), Q99816; active means well fitted inhibition curve with a large enough effect in the main read-out, with a control signal flat, not every such curve was filed as active; inconclusive means small, poorly fitted or top-dose-only effect, or effect the other way, or a change in a side signal; inactive means no such curve, though single readings can be large or run the other way; further: potency means the concentration at half of the fitted maximal effect; % of control where 0% means no effect
Target sequence (Q99816 whole entry, looked up): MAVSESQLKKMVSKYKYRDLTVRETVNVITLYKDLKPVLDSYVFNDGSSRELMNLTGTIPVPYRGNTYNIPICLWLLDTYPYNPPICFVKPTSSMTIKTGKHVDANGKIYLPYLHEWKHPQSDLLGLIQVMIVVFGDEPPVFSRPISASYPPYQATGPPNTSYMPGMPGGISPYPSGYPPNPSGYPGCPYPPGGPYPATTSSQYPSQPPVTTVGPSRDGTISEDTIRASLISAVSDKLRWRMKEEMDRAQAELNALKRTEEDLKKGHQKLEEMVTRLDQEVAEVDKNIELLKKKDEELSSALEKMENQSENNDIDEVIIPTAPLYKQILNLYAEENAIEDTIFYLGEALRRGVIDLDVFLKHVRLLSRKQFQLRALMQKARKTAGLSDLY
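FP read-out: FITC-PTAP peptide, 50 nM final, binding Tsg101 binding domain, 10 uM final; 20 min, r.t.; 10 mM HEPES pH 7.5, 0.15 M NaCl, 0.01% Tween 20, 3 mM EDTA, 0.1 mM TCEP.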
a7 integrin act: qHTS for Activators of Integrin-Mediated Alleviation for Muscular Dystrophy. alpha7betagal myoblasts, beta-gal FDG fluorescence, 48 h. Potency, µM (highest dose often 38.3 µM), for the others: at the highest dose activation, usual class: activators. 350,000 compounds, 0.064% hits;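 further: potency means the concentration at half of the fitted maximal effect; 100% = response of the positive control SU9516; nearly all actives have a fitted effect of over 60% in size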
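Alpha7betagal+/- myoblasts (passage 13) were plated 16-24 hr, then exposed to compounds (1:260 dilution of DMSO stock) for 48 hours at 37C. After MPER lysis, β-galactosidase reporter activity was read as FDG fluorescence (ex 480/em 540) after 30 minutes.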
Eya2 inh: qHTS Assay for Inhibitors of the Phosphatase Activity of Eya2. Protein phosphatase EYA2 (Homo sapiens), O00167. recombinant Eya2, OMFP fluorescence dephosphorylation (OMFP is methylfluorescein phosphate). Potency, µM (highest dose often 76.9 µM), without a hit: top-dose activity, negative = inhibition, usual class: inhibitors. 330,000 compounds, 0.006% hits; further: potency means the concentration at half of the fitted maximal effect; on the % scale 0 is the no-effect control and ±100 the full control effect
Target sequence (O00167 whole entry, looked up): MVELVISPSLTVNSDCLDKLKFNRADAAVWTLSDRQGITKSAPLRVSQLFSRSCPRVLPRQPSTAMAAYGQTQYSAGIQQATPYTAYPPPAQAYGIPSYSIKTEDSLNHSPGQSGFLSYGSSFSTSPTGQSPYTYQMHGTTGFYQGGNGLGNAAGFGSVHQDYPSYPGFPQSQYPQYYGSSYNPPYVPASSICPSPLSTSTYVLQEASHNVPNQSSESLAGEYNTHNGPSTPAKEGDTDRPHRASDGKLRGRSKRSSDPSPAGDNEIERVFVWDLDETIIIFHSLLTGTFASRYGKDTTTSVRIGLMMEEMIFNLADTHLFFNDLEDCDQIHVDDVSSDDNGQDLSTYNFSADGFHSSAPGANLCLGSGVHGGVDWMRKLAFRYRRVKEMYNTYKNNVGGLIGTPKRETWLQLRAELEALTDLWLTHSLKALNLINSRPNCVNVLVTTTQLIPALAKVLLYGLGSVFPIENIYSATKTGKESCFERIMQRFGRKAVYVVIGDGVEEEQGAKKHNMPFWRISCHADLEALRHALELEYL
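Eya2 protein (added as 0.2 uM solution) was preincubated with compound for 10 min at ambient temperature in 50 mM HEPES pH 7.5, 50 mM NaCl, 5 uM MgCl2, 0.05% BSA, 1 mM DTT. OMFP (added at 50 uM) then reacted 10 min; fluorescence read at 485/525 nm.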
BRCA1 expr act: qHTS Assay to Identify Small Molecule Activators of BRCA1 Expression | MCF7-BRCA1-FFLuc reporter, luminescence, 48 h; response scale: scaled: vehicle 0%, 10 µM genistein 100% | Potency, µM (doses to about 46.1 µM), for inactives: top-dose activation, hits mostly activators | 380,000 compounds, 1.1% hits | AID 624202, 2012; further: potency means the concentration at half of the fitted maximal effect; nearly all actives have a fitted effect of over 80% in size; some results filed as inactive show a strong effect at the top dose
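First, MCF7-BRCA1-FFLuc cells (2000/well) attach for 2 h; next, compounds are pin-added and incubated 48 h at 37 °C; finally, luciferase reagent is added and luminescence read after 15 min.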
USP2a block: qHTS Assay for Inhibitors of Ubiquitin-specific Protease USP2a Using CHOP2 as the Reporter | Potency, µM (highest dose often 38.3 µM), inactives show at the top dose activity change, negative = inhibition, usual class: inhibitors | Ubiquitin carboxyl-terminal hydrolase 2 (Homo sapiens), O75604 | 330,000 compounds, 0.01% hits | USP2 core, Ub-CHOP2 coupled fluorogenic reporter, 485/531;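 further: potency means the concentration at half of the fitted maximal effect; plate controls were DMSO wells for no effect and full inhibition by NEM control for full effect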
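Cell-free coupled assay: 10nM USP2 core preincubated 30min RT with compound in Tris-HCl pH 8.0/CaCl2/CHAPS buffer, then 25nM Ub-CHOP2 and 25nM reporter substrate; fluorescence (Ex 485/Em 531) read after 60min RT, normalized to NEM inhibition, concentration-response curves fitted.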
uPA surface inh: qHTS for Inhibitors of Cell Surface uPA Generation; cell surface uPA generation assay, qHTS; Potency, µM (series often up to 38.3 µM), inactives show at the top dose activity change, negative = inhibition, most hits filed as inhibitors; 330,000 compounds, 0.31% hits; AID 540303, 2011; active means well fitted inhibition curve with a large enough effect; inconclusive means small, poorly fitted or top-dose-only effect; inactive means no such curve, though single readings can be large or run the other way; tested in mouse RAW 264.7 cells; further: potency means the concentration at half of the fitted maximal effect; on the % scale 0 is the no-effect control and ±100 the full control effect; nearly all actives have a fitted effect of over 55% in size
An asterisk follows results filed as active; i = inactive; ? = inconclusive; / = no result given; & = joins results of further samples; [ ] = another dose, or the depositor's remark. Unless noted, the call rests on the fitted dose curve; in most records, active means well fitted curve in the direction sought with a large enough effect; inconclusive means small, poorly fitted or top-dose-only effect, or another doubt; inactive means no such curve, though single readings can be large; an effect the other way counts as inactive or inconclusive.

SMILES	S-ASM inh	ELG1 genotox	p53 reactivation	B2AR arrestin	TRPV1 ag	TSG101-PTAP inh	a7 integrin act	Eya2 inh	BRCA1 expr act	USP2a block	uPA surface inh
O=C(Cn1cnc2c(NCc3ccccc3)ncnc21)NCCc1cc2ccccc2[nH]1	-5%	-3%	-5%	-0.2%	/	-3%	22%	-2%	0%	6%	-8%
Cc1ncn2cc(-c3ccc(Cl)cc3Cl)[nH]c(=O)c12	4%	-13%	-3%	-0.1%	2	-3%	?	3%	-15%	-1%	-11%
Cc1ccccc1NCC(=O)N/N=C\c1ccc([N+](=O)[O-])s1	-12%	-6%	-10%	-0.4%	-7	0%	-61%[inhibitor]	6%	-84%	-16%	?
Cc1nc(Nc2cccc(C(C)O)c2)c2nnn(Cc3ccc(F)cc3)c2n1 (stereo not given)	0%	0%	-2%	0.0%	1	1%	?	7%	-6%	0%	2%
CC1(C)Cc2ccccc2C(N/N=C/c2ccc([N+](=O)[O-])cc2)=N1	-17%	5%	-1%	-1.0%	2	0%	8%	2%	22%	2%	-23%
C=CCn1c(SCC(=O)c2c(N)n(CCC)c(=O)n(C)c2=O)nnc1-c1ccncc1	-1%	-3%	2%	0.0%	0	-1%	23%	-1%	1%	0%	1%
Cc1c(CC(=O)N2C[C@H]3C[C@@H](C2)c2cccc(=O)n2C3)c(=O)oc2cc3occ(C(C)(C)C)c3cc12	2%	-3%	4%	-1.0%	0	-1%	-4%	11%	-11%	-3%	?
CC(=O)Nc1ccc(NC(=O)COC(=O)CCc2nc3ccccc3s2)cc1	1%	-1%	11%	-0.2%	-1	1%	0%	-3%	-1%	1%	3%
COCCn1c(=NC(C)=O)sc2cc([N+](=O)[O-])ccc21	7%	5%	5%	-1.5%	-2	-4%	24%	4%	-7%	7%	-2%
C/C(=N\Nc1nc(C)c(C)s1)c1ccc([N+](=O)[O-])cc1	1%	6%	2%	-0.1%	1	-1%	-53%[inhibitor]	-26%	-42%	-2%	-4%
O=C(NCCSc1c(-c2ccccc2)[nH]c2ccccc12)c1cc2ccccc2oc1=O	-10%	-3%	-8%	-1.3%	-4	0%	4%	11%	-49%	-1%	-15%
Cc1ccccc1OC(C)C(=O)NCCCN1CCOCC1 (stereo not given)	-1%	1%	2%	-0.5%	0	-3%	0%	5%	4%	0%	5%
CN1CCc2c(sc(NC(=O)C3COc4ccccc4O3)c2C(N)=O)C1 (stereo not given)	11%	23µM*	?	-0.2%	-3	/	22%	-9%	?	0%	-7%
CCC(C)NC(=O)Nc1ccc(C)cc1C (stereo not given)	2%	0%	3%	-0.3%	0	3%	-12%	13%	20%	5%	4%
O=C(c1cnc2n(c1=O)CCS2)N1CCCc2ccccc21	3%	-1%	0%	-0.7%	-1	-2%	26%	5%	-17%	1%	/
OC(C#Cc1ccccc1)(c1ccccc1)c1ccccc1	-13%	/	/	/	/	1%	-22%	/	-78%	/	-6%
Cc1ccc(-n2c([S-])c(C(=O)NC(C)c3ccccc3)[n+]3ccccc23)cc1 (stereo not given)	40%	2%	8%	0.3%	3	-2%	5%	7%	8%	2%	2%
CC(=O)N1CCN(C(=S)c2ccc(-c3ccc(Cl)cc3)o2)CC1	-13%	0%	19%	0.2%	14	1%	-2%	7%	15%	-6%	4%
CCc1cc(=O)oc2c(CNCc3ccccc3F)c(O)c(Cl)cc12	i	2%	0%	-0.7%	20	-3%	-6%	10%	-14%	-1%	6%
CC1(C)CC2(CCO1)OC(=O)CC2C(=O)Nc1ccc(Cl)cc1[N+](=O)[O-] (stereo not given)	-2%	-3%	7%	-0.1%	0	-2%	5%	-7%	-10%	5%	-2%
Cc1c(C)c(C)c(S(=O)(=O)NCCc2ccccn2)c(C)c1C	1%	-8%	-5%	-0.2%	16	-1%	0%	5%	0%	3%	-5%
Cc1nc2ccccc2c2c1C(=O)N(Cc1cccnc1)C2=O	3%	-1%	0%	-0.1%	3	-15%	6%	21%	6%	2%	/
O=C(NC(Nc1cc(C(F)(F)F)ccc1Cl)C(=O)c1ccccc1)c1ccccc1 (stereo not given)	-15%	-5%	7%	0.0%	9	-3%	20%	2%	-51%	2%	11%
Cc1ccc(NS(=O)(=O)c2ccc(C(=O)NCCCN3CCCC3=O)cc2)cc1C	1%	-7%	-11%	-3.7%	-1	-3%	-12%	13%	-47%	1%	-17%
O=C(Nc1ccccc1)Nc1ccccc1	0%	/	/	/	/	3%	12%	/	?	/	?

Continuation:
SMILES	S-ASM inh	ELG1 genotox	p53 reactivation	B2AR arrestin	TRPV1 ag	TSG101-PTAP inh	a7 integrin act	Eya2 inh	BRCA1 expr act	USP2a block	uPA surface inh
COC(=O)c1c(C)[nH]c(C(=O)OCC(=O)NC(C)(C)C)c1C	5%	2%	2%	0.5%	2	-3%	13%	-6%	-34%	0%	2%
COc1ccc(NC(=O)CCN2CCC(C)CC2)cc1	-2%	4%	0%	0.2%	1	-3%	4%	-18%	1%	3%	-2%
O=c1c2[nH]c3ccc(F)cc3c2ncn1CC1CCCO1 (stereo not given)	1%	7%	3%	0.3%	1	-2%	1%	?	65%	-1%	-2%
O=C1C2CCCCC2C(=O)N1c1ccc(S(=O)(=O)Nc2ncccn2)cc1 (stereo not given)	3%	-2%	1%	0.3%	0	-3%	24%	9%	12%	2%	2%
CC(C)(C)CN1CCN(CCCc2ccccc2)C(CCO)C1 (stereo not given)	0%	-7%	11%	-0.8%	1	-3%	-32%	5%	-24%	-1%	-3%
CCCCCCSc1cccc(-c2nc3ccc(Cl)cn3c2NCCCC)c1	23%	/	/	/	/	-2%	-11%	/	-1%&1%	/	0%
Cc1cc(C)c(S(=O)(=O)CCC(C)C)c(=O)[nH]1	3%	1%	-2%	-0.7%	1	-1%	19%	8%	0%	2%	0%
Cc1ccc(S(=O)(=O)N2CCOCC2)cc1NC(=O)COC(=O)c1ccc2c(c1)OCCO2	-4%	0%	0%	-1.0%	-3	0%	-31%[inhibitor]	-7%	24%	0%	5%
Cc1ccc(C)c(N(CC(=O)NCc2ccco2)C(=O)CNS(=O)(=O)c2ccccc2)c1	3%	-2%	-4%	0.0%	0	3%	-33%	-24%	7%	1%	-1%
O=C(CC1NC2CCCCC2NC1=O)Nc1cccc(C(F)(F)F)c1 (stereo not given)	4%	/	/	/	2	1%	1%	/	-18%	/	4%
CCOc1ncccc1C(=O)OC(C)C(=O)Nc1ccc(Cl)cn1 (stereo not given)	-2%	2%	-1%	0.1%	1	2%	22%	1%	-13%	0%	11%
CCO[C@@H]1OC(C(=O)NC2CC2)=C[C@H](C(C)(C)C)[C@H]1CCCO	6%	4%	1%	-0.2%	0	-4%	23%	0%	10%	0%	2%
COc1cc2sc3ccc(-c4ccc(CN5CCOCC5)cc4)cc3c(=O)c2cc1OC	323%[activator]	-5%	12%	?	/	-1%	-8%	-40%	58%	-12%	-23%
CC(C)CCNC(=O)COc1ccc2c3c(c(=O)oc2c1)CCC3	47%[activator]	0%	-2%	-0.3%	-1	-1%	34%	-12%	17%	0%	/
Nc1ccc2c(c1)N1CCN=C1S2	-2%	1%	0%	0.1%	-1	-3%	0%	0%	17%	1%	-3%
O=C(c1cccn(Cc2cccc(Cl)c2)c1=O)N1CCOCC1	7%	2%	-2%	-0.1%	-3	-6%	-4%	7%	5%	-1%	/
O=C(NNC1=C(C(=O)C(F)(F)F)CCC1)c1ccc(Cl)cc1	-2%	-6%	?	-1.0%	7	-7%	8%	-15%	-69%	-2%	2%
